Compound activity deposited in PubChem by National Center for Advancing Translational Sciences (NCATS).
HepG2 tox: qHTS for Inhibitors of TGF-b: Cytotox Counterscreen | HepG2 CAGA-GFP viability, ATP luminescence, 18 h | Potency, µM (doses to about 46.1 µM), for inactives: at the highest dose activity change, negative = cytotoxicity, hits mostly cytotoxic | 410,000 tested, 0.76% active | AID 588856, 2011; also: potency is read from the fitted curve at half-maximal effect; some results filed as inactive show a strong effect at the top dose
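CellTiter-Glo luminescence gave cytotoxicity after 18 hours at 37 degrees C. The cells were HepG2 CAGA-GFP in 1% FBS DMEM, stimulated with 500 pg/mL TGF-beta after compound addition. %Activity was normalised to no-cell wells (complete cell-killing) and DMSO (no toxicity), and curves were fitted and classified.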
S2 tox: Viability Counterscreen for Primary qHTS for Inhibitors of ATXN expression; S2 cells (HEK-293 line with an ATXN2-luciferase reporter) viability, CellTiter-Fluor protease fluorescence, 24 h; 400,000 tested, 0.49% active; Potency, µM (series often up to 56.7 µM), usual class: cytotoxic; also: potency is read from the fitted curve at half-maximal effect; nearly all actives have a fitted effect of over 40% in size
Mm-Cpn inhibitor: Inhibitors of TCP-1 ring complex (TRiC) of Methanococcus maripaludis (MmCpn): qHTS; purified Mm-Cpn ATPase, ADP Transcreener TR-FRET; Potency, µM (top dose mostly 76.9 µM), without a hit: top-dose activity, negative = inhibition, actives largely listed as inhibitors; 330,000 tested, 0.031% active; AID 504842, 2011; also: potency is read from the fitted curve at half-maximal effect; % is scaled to controls: 0 for no effect and ±100 for the full control effect; nearly all actives have a fitted effect of over 80% in size
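Compound-treated chaperonin, 25 nM final, turns over 10 uM ATP at 37°C for 30 min following a 10 min preincubation; ADP generated competes with ADP-d2 for Eu-cryptate antibody, lowering FRET.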
TGFb inhibitor: qHTS for Inhibitors of TGF-b. HepG2 CAGA-GFP TGF-b/SMAD3 reporter, GFP fluorescence, 18 h; TGF-beta stimulated, 500 pg/mL final. Potency, µM (titrated, usually from 46.1 µM), for the others: at the highest dose activity, negative = inhibition, actives largely listed as inhibitors. 410,000 tested, 1.2% active; also: potency is read from the fitted curve at half-maximal effect; % is scaled to controls: 0 for no effect and ±100 for the full control effect; nearly all actives have a fitted effect of over 65% in size
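Inhibition was scored as loss of TGF-beta-induced (500 pg/mL final, 18 hours, 37 degrees C) GFP in HEPG2 cells carrying a CAGA-GFP reporter, in DMEM with 1% FBS. Well GFP was summed per cell; Activity was normalised to unstimulated and stimulated DMSO wells, then concentration-response fitting.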
Nrf2 block: Nrf2 qHTS screen for inhibitors; A549 ARE-Fluc reporter, luciferase luminescence, 18-24 h; Potency, µM (highest dose often 46 µM), for inactives: top-dose activity change, negative = inhibition, actives largely listed as inhibitors; 360,000 tested, 2.1% active; AID 504444, 2011; also: potency is read from the fitted curve at half-maximal effect; % is scaled to controls: 0 for no effect and ±100 for the full control effect; nearly all actives have a fitted effect of over 60% in size
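Reporter: ARE-Fluc in A549. Exposure: 18-24 h, 37 °C, 5% CO2, 5% FBS OPTI-MEM. Readouts: fluorescent cytotoxicity (CellTiter-Fluor), then luminescent Nrf2 signal after BugLite.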
Akt phos inh: HTS Assay for Inhibitors of Akt Phophorylation: Primary Screen. Neuro2A IGF-stimulated pAkt S473 HTRF, 20 min; active compounds read low. activity change, % for hits at 50 µM. 360,000 tested, 0.32% active. AID 651550, 2012; in the data active = activity change below about -80%; inconclusive = mostly about -51% to -80%; also: % is scaled to controls: 0 for no effect and ±100 for the full control effect
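Neuro2A cells (4,500/well, DMEM with 0.5% FBS) were treated with compound at a single 50 µM final concentration, stimulated with 6 nM IGF for 20 min at 37 °C, and lysed. Phospho-Akt Ser473 was read by HTRF as 665/615 ratio ×10^4.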
CCT modulator: High-Throughput Screening for Modulators of Cytosolic Chaperonin Activity; 360,000 tested, 0.3% active; purified chaperonin ATPase assay, HTRF ADP detection, 30 min; activity change, % (no concentration beside the values), hits read low; in the data active = activity change below about -30%; also: % is scaled to controls: 0 for no effect and ±100 for the full control effect
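First, chaperonin was dispensed at 40 nM or 20 nM final depending on batch activity. Next, compounds were pinned at 76 uM and ATP added at 10 uM. After 30 min at 37 °C, ADP detection reagents ran 30 min at ambient temperature.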
A549 tox: Nrf2 qHTS screen for inhibitors: counterscreen for cytotoxicity; A549 ARE-Fluc cells, CellTiter-Fluor viability, 18-24 h; Potency, µM (doses to about 46 µM), for inactives: at the top dose activity change, negative = cytotoxicity, most hits filed as inhibitors; 390,000 tested, 0.16% active; also: potency is read from the fitted curve at half-maximal effect; % is scaled to controls: 0 for no effect and ±100 for the full control effect
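Cytotoxicity counterscreen: CellTiter-Fluor fluorescence was measured in A549 ARE_Fluc cells after 18-24 h of compound exposure in a concentration series. The subsequent BugLite luminescent read reports ARE-luciferase activity.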
Nrf2 activator: qHTS of Nrf2 Activators; Potency, µM (highest dose often 46.1 µM), without a hit: at the highest dose activation, actives largely listed as activators; 410,000 tested, 0.31% active; AID 624171, 2012; AREc32 ARE-luciferase reporter (MCF7-derived line), luminescence, 24 h; also: potency is read from the fitted curve at half-maximal effect; % of control where 0% means no effect; nearly all actives have a fitted effect of over 65% in size
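ARE-driven firefly luciferase activity in AREc32 cells measured after a 24 hr compound exposure at 37 deg C, using Steady-Glo reagent and a 30 min room-temperature hold.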
* marks the source's active call; other numbers are inactive results; i = inactive; ? = inconclusive; . = no result given; & = joins results of further samples; [ ] = remark or other dose. Unless noted, calls follow the shape of the dose curve; as a rule, active = well fitted curve in the direction sought with a large enough effect; inconclusive = small, poorly fitted or top-dose-only effect, or another doubt; inactive = no such curve, though single readings can be large; an effect the other way counts as inactive or inconclusive.

SMILES | HepG2 tox | S2 tox | Mm-Cpn inhibitor | TGFb inhibitor | Nrf2 block | Akt phos inh | CCT modulator | A549 tox | Nrf2 activator
CCOc1ccc(Nc2oc(-c3ccc(COc4ccccc4C)o3)nc2C#N)cc1 | -18% | ? | . | 2% | 2% | . | . | -7% | 9.0%
Cc1ccc(Cl)cc1N1CCN(c2ncnc3c2nc2n3CCCCC2)CC1 | -40% | i | . | ? | ? | . | . | -12% | -0.4%
Cc1ccccc1CCNC(=O)c1ccc(NC(=O)N2CC(C)Sc3ccccc32)cc1 (stereo unspecified) | -19% | i | . | 0% | ? | . | . | -1% | 3.6%
CCc1nc(SCc2cccnc2)[nH]c(=O)c1C | -20% | i | -5% | 0% | ? | i | -3.4 | 2% | 0.4%
CCCC(C(=O)Nc1ccc(S(=O)(=O)Nc2nccs2)cc1)c1ccccc1 (stereo unspecified) | -6% | i | 0% | -5% | 16% | i | 0.4 | -8% | -0.1%
Cc1cc(S(=O)(=O)N(Cc2ccc(C(C)(C)C)cc2)Cc2cccs2)ccc1-n1cnnn1 | -2% | i | 0% | 3% | ? | i | -0.2 | 2% | -0.6%
O=C(/C=C/c1ccc([N+](=O)[O-])cc1)OCC(=O)N1CCOCC1 | -26% | i | -1% | 6% | -2% | i | -2.2 | 18% | 2.2%
CCOC(=O)CCCCC(=O)c1[nH]c(=O)[nH]c1CSc1nc2ccccc2[nH]1 | -11% | i | 3% | 1% | -9% | i | -5.5 | -15% | 1.8%
Cc1oc2nc(SCCCC(=O)NCCO)nc(N)c2c1C | 13% | ? | 2% | 5% | -13% | i | -1.1 | -9% | 0.2%
Cc1ccc(-n2nc3c(=O)n(CC(=O)NC4CCCCCC4)nc(C)c3c2C)cc1 | -2% | i | 3% | 0% | 12% | i | -2.5 | 4% | -1.0%
O=C(CSc1nnc(Cc2cccs2)n1Cc1ccco1)Nc1cc(Cl)cc(Cl)c1 | -34% | i | -1% | ? | ? | i | 1.4 | . | 3.8%
Cn1cnnc1SCCC(=O)Nc1ccccc1 | -4% | i | -1% | 17% | -6% | i | -0.7 | -15% | -0.1%
CCc1cc(-c2[nH]ncc2-c2ccc3c(c2)OCO3)c(O)cc1O | -94% | ? | 1% | ? | -14% | i | 2.1 | 1% | -1.2%
CCc1ccc2nc(N(CCN(C)C)C(=O)c3ccc4ncsc4c3)sc2c1 | -16% | ? | 3% | -2% | ? | i | -0.2 | 5% | 5.7%
CC(=O)Nc1sc(C)c(C)c1C(=O)OCC(=O)NC(C)c1ccccc1 (stereo unspecified) | -7% | i | -1% | 4% | -1% | i | -2.2 | 2% | 0.4%
C#CCNC(=O)C1=C[C@H](c2csc3ccccc23)C[C@H](OCc2ccc(CO)cc2)O1 | -27% | ? | . | ? | -1% | i | -1.2 | 1% | 0.7%
C[C@H](NC(=O)c1ccccc1Cl)C(=O)OCC(=O)N1CC2(C)CC1CC(C)(C)C2 (stereo partly specified) | 3% | i | 3% | -1% | 2% | i | -11 | 9% | 0.0%
COc1ccc(Cl)cc1-c1nc(SCC(=O)NC(C)(C)C)n[nH]1 | 6% | i | 1% | -23% | 8% | i | 0.2 | 7% | 3.9%
CC(C)NC(=O)C1CCN(C(=O)N2CC(C)Oc3ccccc32)CC1 (stereo unspecified) | -16% | . | . | -11% | 106% | . | . | 2% | -1.0%
O=C(Nc1ccc(Cl)c(NC(=O)c2cccs2)c1)c1ccco1 | 4% | ? | 0% | 5% | -9% | i | -0.1 | -6% | ?
CC(C)NC(=O)CN(c1cccc([N+](=O)[O-])c1)S(=O)(=O)c1ccccc1 | -10% | i | 0% | 0% | 25% | i | -0.8 | -7% | -0.7%
CCOCCCNC(=O)Cn1nc(CC)n2c(cc3c(OC)cccc32)c1=O | -20% | i | . | 0% | 5% | . | . | 0% | 3.5%
CCc1ccc(OC2(C)CCN(CCOc3ccc(C)cc3)C2)cc1 (stereo unspecified) | -27% | ? | . | -1% | . | i | 1.5 | . | 0.6%
CCCOC(=O)c1c(NC(=O)c2cnn3c2NC(c2ccccc2)CC3C(F)(F)F)sc2c1CCCC2 (stereo unspecified) | 9% | i | 1% | 7% | 2% | i | -0.4 | -1% | 0.3%

Fetched one by one from the list above:
SMILES | HepG2 tox | S2 tox | Mm-Cpn inhibitor | TGFb inhibitor | Nrf2 block | Akt phos inh | CCT modulator | A549 tox | Nrf2 activator
CC(C)NC(=O)C1CCN(C(=O)N2CC(C)Oc3ccccc32)CC1 (stereo unspecified) | -16% | . | . | -11% | 106% | . | . | 2% | -1.0%
Cn1cnnc1SCCC(=O)Nc1ccccc1 | -4% | i | -1% | 17% | -6% | i | -0.7 | -15% | -0.1%
CCOC(=O)CCCCC(=O)c1[nH]c(=O)[nH]c1CSc1nc2ccccc2[nH]1 | -11% | i | 3% | 1% | -9% | i | -5.5 | -15% | 1.8%

(further entries)
SMILES | HepG2 tox | S2 tox | Mm-Cpn inhibitor | TGFb inhibitor | Nrf2 block | Akt phos inh | CCT modulator | A549 tox | Nrf2 activator
O=C(c1ccccc1)c1ccc(OCC(O)CN2CCN(S(=O)(=O)N3CCCCC3)CC2)cc1 (stereo unspecified) | -31% | i | 0% | 2% | . | . | 1.5 | ? | 4.0%
CC(=O)NCCc1c(C)n(Cc2ccccc2)c2ccccc12 | -13% | ? | 3% | 28% | 1% | i | 0.6 | 1% | -0.4%
COc1ccc(NC(=O)CSc2nnc(NC(=O)CN3CCOCC3)s2)cc1 | 10% | i | ? | 4% | -15% | i | 1.0 | -2% | 0.4%
CCS(=O)(=O)c1ncc(Cl)c(C(=O)Nc2ccccc2)n1 | 18µM* | 14µM* | . | 10µM* | ? | . | . | ? | ?
COc1cc(/C=C2\SC(=S)N(NC(=O)c3ccccc3O)C2=O)ccc1O | -8% | ? | -3% | 8% | 14% | i | 0.8 | ? | 4.6%
Cc1ccc(C)c(NC(=O)CN(C)C(=O)C2COc3ccccc3O2)c1 (stereo unspecified) | 3% | i | -2% | 0% | ? | i | -0.2 | 2% | 0.2%
CCOC(=O)c1sc2ncn(C(C)C(=O)OC)c(=O)c2c1C (stereo unspecified) | -7% | i | -5% | -6% | 18% | i | 0.0 | 2% | 0.2%
O=C(Cn1c(=O)oc2cc(S(=O)(=O)NCc3ccccc3)ccc21)N1CCCC1 | -8% | i | 1% | -34% | -14% | i | -5.2 | 2% | -0.8%
CC1CCCCN1C(=O)CSc1nnc(CSc2ncccn2)n1C (stereo unspecified) | -4% | i | 1% | -7% | -1% | i | -1.2 | -3% | -0.4%
CCCCCn1c(=O)[nH]c2cc(C(=O)NCCCN3CCCCC3C)ccc2c1=O (stereo unspecified) | -13% | . | -1% | 37%[activator] | 3% | i | 1.9 | -14% | -0.6%
CCCCNC(=O)Nc1ccc2c(c1)N(C)C(=O)c1ccccc1S2 | -31%&-34% | i | 2% | ? | -11%&-21% | i | 0.1 | 2%&0% | -0.5%&0.1%
O=C(NCCc1csc(-c2ccc(F)cc2)n1)C(=O)Nc1ccc(Cl)cc1 | -6% | i | . | 23% | . | . | . | 11% | -1.4%
C=C1C2(C(=O)Nc3nccs3)CCC(C2)C1(C)C (stereo unspecified) | -33% | i | 0% | -18% | -14% | i | 1.3 | 0% | -0.4%
CCSc1nc2sc3c(c2c(=O)n1-c1ccccc1C)CCN(C)C3 | 4% | i | -5% | -3% | 2% | i | -2.2 | -3% | -0.6%
O=C(CSc1nc(O)cc(=O)n1-c1ccccc1)Nc1ccc(Br)cn1 | 5% | i | -3% | -4% | -29% | i | 2.9 | 0% | 2.7%
COc1ccc(-c2nnn3c2nc(N2CCCC(C)C2)c2ccccc23)cc1 (stereo unspecified) | 0% | i | . | 7% | 9% | . | . | 9% | -0.3%
CCC(C)NC(=O)c1ccccc1NC(=O)c1ccc(CSc2ccc(C)cc2)cc1 (stereo unspecified) | 7% | i | 1% | -5% | . | ? | -0.3 | 4% | -0.7%
C/C(=N/NC(=O)C1CCCCC1)c1ccc([N+](=O)[O-])cc1 | -10% | i | -3% | -9% | 5% | i | 1.5 | 3% | -1.2%
O=C(NCc1ccccc1Cl)C1CCCO1 (stereo unspecified) | -2% | . | 1% | -7% | 3% | i | -0.1 | 3% | 0.4%
Cc1ccc2c(c1)-c1onc(C(=O)N3CCN(c4ccc(Cl)cc4)CC3)c1CO2 | 1% | i | . | -1% | ? | . | . | -4% | -1.5%
Cc1ccc(C)c(NC(=O)NNC(=O)CCc2ccccc2)c1 | 0% | i | 0% | -1% | 10% | i | 2.4 | 4% | -0.5%
CCN(CC)C(=O)Cn1cnc2c1c(=O)n(C)c(=O)n2C | 3% | i | 0% | 18% | 1% | i | 0.2 | -2% | -0.4%
O=c1ccn(-c2cccc(C(F)(F)F)c2)nc1-c1ccn(-c2ccccc2F)n1 | -23% | i | 2% | -18% | -35% | i | -1.4 | -5% | 1.8%
O=c1[nH]c(SCc2ccccc2Cl)nc2c1CCCC2 | -2% | i | -1% | 10% | . | . | -1.2 | -5% | 3.9%
COc1ccc(C(=O)N/N=C/c2cc3ccccc3[nH]c2=S)cc1 | -60% | i | -3% | 12% | 1% | i | 0.5 | -19% | 3.1%
Cc1ccc(OC(=O)c2snnc2C)cc1C | 10% | i | . | 6% | 12% | . | . | 1% | 0.3%
Cc1ccc(S(=O)(=O)N2CCOCC2)cc1NC(=O)CNCc1cccnc1 | 0% | i | 0% | -15% | ? | i | 0.7 | ? | 0.1%
Cc1cccc(N2CCc3c2nc2ccc(Br)cc2c3N)c1 | -92% | ? | -21% | ? | ? | i | -2.1 | -14% | 10%
